Screens (PubChem BioAssay)
MITF primary: blocks human microphthalmia-associated transcription factor | O75030 | 650,000 compounds, 0.91% hits | AlphaScreen MITF homodimerization, bead proximity signal | inhibition, % at 2.6 µM; in the data active means inhibition above about 50%;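 further: 0% = vehicle wells with protein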
Target sequence (O75030 whole entry, looked up): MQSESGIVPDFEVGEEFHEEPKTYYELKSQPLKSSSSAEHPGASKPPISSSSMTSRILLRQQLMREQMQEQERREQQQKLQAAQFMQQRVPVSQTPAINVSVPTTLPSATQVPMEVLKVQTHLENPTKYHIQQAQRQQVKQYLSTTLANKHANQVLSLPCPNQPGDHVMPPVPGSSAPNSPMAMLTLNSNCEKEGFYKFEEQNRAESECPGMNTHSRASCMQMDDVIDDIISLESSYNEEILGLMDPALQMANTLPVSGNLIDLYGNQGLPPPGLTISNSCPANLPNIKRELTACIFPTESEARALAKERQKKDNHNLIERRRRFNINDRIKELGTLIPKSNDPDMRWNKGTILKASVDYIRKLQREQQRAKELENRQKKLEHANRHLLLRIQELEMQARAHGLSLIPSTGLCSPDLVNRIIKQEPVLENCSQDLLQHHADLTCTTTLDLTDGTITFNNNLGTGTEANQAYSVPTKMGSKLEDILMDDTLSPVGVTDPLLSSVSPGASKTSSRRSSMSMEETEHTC
FBW7 activator: human FBW7 E3 ligase activation, primary screen | normalized activity (activation), % at 26.1 µM | 650,000 compounds, 0.13% hits | AlphaScreen FBW7–phospho-cyclin E peptide binding, activator screen | Q969H0 | AID 1259310; in the data active means normalized activity above about 1.9%;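 further: purified mutant Fbw7 with reduced substrate affinity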
TEAD-YAP block: TEAD-YAP interaction inhibition; HEK-TIYL cells, TEAD-Gal4/YAP UAS-luciferase luminescence; inhibition, % at 9.12 µM; 640,000 compounds, 1.4% hits; AID 1259422; in the data active means inhibition above about 32%;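 further: 0% = median of test compound wells and 100% = reference inhibitor wells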
GPR151 ag: activators of human GPR151. Q8TDV0. AID 1508602. PathHunter beta-arrestin GPR151 cells, luminescence. 650,000 compounds, 1% hits. activation, % at 11.2 µM; in the data active means activation above about 4.9%;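 further: 0% = median of compound wells and 100% = cells with positive control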
Target sequence (Q8TDV0 whole entry, looked up): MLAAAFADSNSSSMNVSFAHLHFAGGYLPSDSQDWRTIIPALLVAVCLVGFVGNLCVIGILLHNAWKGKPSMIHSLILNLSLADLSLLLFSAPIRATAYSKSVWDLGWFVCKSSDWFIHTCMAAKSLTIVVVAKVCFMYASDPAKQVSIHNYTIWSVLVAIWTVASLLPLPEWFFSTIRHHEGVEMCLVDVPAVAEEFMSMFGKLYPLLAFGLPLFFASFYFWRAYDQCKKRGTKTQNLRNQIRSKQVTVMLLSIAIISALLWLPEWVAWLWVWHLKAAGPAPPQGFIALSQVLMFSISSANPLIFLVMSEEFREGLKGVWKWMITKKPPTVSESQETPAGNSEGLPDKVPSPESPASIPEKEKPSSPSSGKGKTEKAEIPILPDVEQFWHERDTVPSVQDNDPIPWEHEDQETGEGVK
Starred values were filed as active, the others as inactive; / = no result given; & = joins results of further samples.

SMILES	MITF primary	FBW7 activator	TEAD-YAP block	GPR151 ag
COC(=O)c1ccc(C2Nc3cccc4cccc(c34)N2)cc1	4	-0.1	1	1.0
CCCN(CCC)CCNC(=O)c1nn(-c2cc(OC)cc(OC)c2)c(=O)c2ccccc12	18	0.2	-1	-0.6
COc1cccc(COC(=O)Nc2ccc(-c3cn[nH]c3)cc2OCCCO)c1	4	0.3	-9	-0.7
COc1ccc(-c2nnc3sc(NC(=O)c4ccc(F)cc4)nn23)cc1	1	-0.1	-1	0.3
COC(=O)c1cn[nH]c1NC(=O)CSc1nc2[nH]ncc2c(=O)n1-c1ccccc1	2	0.1	-11	-1.1
CCN(CC)CCNc1nc2c(c(=O)[nH]c(=O)n2C)n1C(C)c1ccccc1 (stereo not drawn)	2	0.0	-2	-0.2
COCCn1c(=O)n(CC(=O)NCc2ccco2)c2cccnc21	-4	0.2	-4	-1.0
Cc1cc(C)c2c(N)c(C(=O)Nc3ccc(S(N)(=O)=O)cc3)sc2n1	-8	0.0	0	-1.2
CC(=O)Nc1ccc(NC(=O)CCC(=O)OCC(=O)c2ccccc2)cc1	7	0.0	12	0.4
CCOC(=O)c1ccc(CN(CCc2ccc(OC)c(OC)c2)S(=O)(=O)c2ccc([N+](=O)[O-])cc2)cc1	11	-0.1	3	0.5
CCCC(=O)Nc1c2c(nn1-c1cccc(C)c1C)CS(=O)(=O)C2	7	0.1	9	0.7
COc1ccc(C)cc1-n1c(C)cc(/C=C2/C(=N)N3C=C(C)SC3=NC2=O)c1C	-7	-0.1	51*	0.0
CC(=O)c1ccc(NCCC(=O)c2cccs2)cc1	-7	-0.2	-22	1.6
CCCCNC(=S)N(C)/N=C/c1ccc(C)s1	-7	-0.1	1	-0.6
COCCn1nnnc1C(c1ccc(OC)cc1)N1CCN(c2ccccc2F)CC1 (stereo not drawn)	0	0.1	4	0.3
O=C1CCCC/C1=C\Nc1ccccc1	2	0.2	-4	0.0
COc1ccc(OC)c(C(=O)CN2CCN(C3c4ccccc4-c4ccccc43)CC2)c1	4	0.0	-5	-0.7
COc1ccc(CCNC(=O)c2ccc(Cn3c(=S)[nH]c4cc5c(cc4c3=O)OCO5)cc2)cc1OC	6	0.1	2	-0.4
COc1ccc(-c2noc(CN3C(=O)c4ccccc4S3(=O)=O)n2)cc1	-1	-0.2	2	0.8
Cc1cccc(N2CCN(C(=O)c3ccc4c(c3)NC(=O)C(CSCc3ccc(Cl)cc3)N4)CC2)c1C (stereo not drawn)	9	-0.1	0	0.3
O=C(CSCc1ccccc1Cl)N/N=C/c1ccc(O)cc1O	1	-0.5	-3	1.0
CCOC(=O)C1=C(C)N=c2s/c(=C\c3ccc(OC)cc3OC)c(=O)n2C1c1ccc(OC(C)C)cc1 (stereo not drawn)	5	0.1	2	0.1
O=C(CCc1cccnc1)N1CCC(CO)(Cc2cccc(F)c2)CC1	11	0.1	6	1.6
c1ccc(Nc2nc(N3CCCC3)nc3nccnc23)cc1	-11	0.2	6	-0.3
O=C(NCCc1ccc(O)cc1)C1CCN(c2ccc(Nc3ccc(-n4ccnc4)cc3)nn2)CC1	14	0.1	-5	2.0

Overlap with the part before: 4 compounds, then new ones.
SMILES	MITF primary	FBW7 activator	TEAD-YAP block	GPR151 ag
CCOC(=O)C1=C(C)N=c2s/c(=C\c3ccc(OC)cc3OC)c(=O)n2C1c1ccc(OC(C)C)cc1 (stereo not drawn)	5	0.1	2	0.1
O=C(CCc1cccnc1)N1CCC(CO)(Cc2cccc(F)c2)CC1	11	0.1	6	1.6
c1ccc(Nc2nc(N3CCCC3)nc3nccnc23)cc1	-11	0.2	6	-0.3
O=C(NCCc1ccc(O)cc1)C1CCN(c2ccc(Nc3ccc(-n4ccnc4)cc3)nn2)CC1	14	0.1	-5	2.0
CCOC(=O)C1SC2(C(F)(F)F)CC1(O)C(C)(C)CO2 (stereo not drawn)	0	0.0	6	1.8
CCCNc1nc(Nc2ccc(C(F)(F)F)cc2)nc2cc(OC)c(OC)cc12	10	0.0	4	2.0
CN=C(c1ccc([N+](=O)[O-])cc1)N1CCCCC1	17	-0.1	2	0.0
CCN1C(=O)/C(=C2\C=CC(C(F)(F)F)=CN2C)SC1=S	21&29	-0.4&-0.1	-14&-15	1.7&-1.7
COCCCn1c(=N)c(S(=O)(=O)c2ccccc2)cc2c(=O)n3ccccc3nc21	10	0.0	-2	-0.8
COc1cccc(C2C(C(=O)OC3CCCCC3)=C(C)NC3=C2C(=O)CC(C)(C)C3)c1 (stereo not drawn)	17	1.3	8	0.4
O=C1OC(/C=C/c2cccc(Cl)c2Cl)=NC/1=C\c1cccc(F)c1	9	0.0	-15	-0.9
CC(=O)NC1(c2ccc(F)cc2)CCN(CC(=O)NC(C)C)CC1	-2	0.1	1	-0.3
COc1ccc(C2C(C(=O)c3cccs3)=C(O)C(=O)N2Cc2cccnc2)cc1 (stereo not drawn)	-87	0.1	-5	1.0
N#Cc1ccccc1NC(=O)c1sc2ccccc2c1Cl	-7	0.0	-41	-3.1
COC(=O)C1C(c2ccccc2)C(C(=O)O)C1c1ccccc1 (stereo not drawn)	9	0.1	1	-1.0
O=C(/C=C/c1c(F)cccc1Cl)NC1=NCCS1	6	-0.1	-41	-0.1
Cc1ccc(-n2nc3cc(C)c(NC(=O)c4ccccc4Br)cc3n2)cc1	3	0.0	8	1.1
O=c1/c(=C\c2cn(Cc3ccc(Cl)c(Cl)c3)c3ccccc23)sc2nc3ccccc3n12	-5	0.0	12	2.9
CC(C)(C)NC(=O)CSc1ncnc2c1sc1nc3ccccc3cc12	10	0.0	6	0.4
COc1ccc(CCNC(=O)C(Cc2ccccc2)NS(=O)(=O)c2ccc(Cl)cc2)cc1OC (stereo not drawn)	12	-0.1	1	1.4
C=CCN1C(=O)C(C)S/C1=N\S(=O)(=O)c1ccc(F)cc1 (stereo not drawn)	2	-0.1	-4	-0.3
Oc1ccccc1C1CC(c2ccc(Cl)cc2)=NC(c2ccc(Br)cc2)N1 (stereo not drawn)	-4	0.1	-33	1.9
Cc1ccc(C(=O)N/N=C/c2cccc(I)c2)o1	2	1.2	-6	-1.2
O=C(CN1Cc2ccccc2C1=O)Nc1ccccc1	5	0.7	-7	0.3
CCOC(=O)N1CCN(C(=O)Cc2c(C(=O)O)[nH]c3ccccc23)CC1	1	0.1	-13	3.7
NNc1ncnc2sc3c(c12)CCCCC3	-1	-0.1	13	0.1
Cc1cccc(/C=N/NC(=Nc2ccccc2)c2ccccn2)n1	19	0.2	-31	-0.5
CSc1ccccc1C(=O)Nc1sccc1C#N	-25	-0.1	2	0.5
Cc1cccc(C(=O)NNC(=O)COc2ccccc2Cl)c1O	-40	-0.1	-3	0.1

In a second layout: results already given
> CCCNc1nc(Nc2ccc(C(F)(F)F)cc2)nc2cc(OC)c(OC)cc12
  MITF primary: 10 | FBW7 activator: 0.0 | TEAD-YAP block: 4 | GPR151 ag: 2.0

> CN=C(c1ccc([N+](=O)[O-])cc1)N1CCCCC1
  MITF primary: 17 | FBW7 activator: -0.1 | TEAD-YAP block: 2 | GPR151 ag: 0.0

> CCN1C(=O)/C(=C2\C=CC(C(F)(F)F)=CN2C)SC1=S
  MITF primary: 21&29 | FBW7 activator: -0.4&-0.1 | TEAD-YAP block: -14&-15 | GPR151 ag: 1.7&-1.7

> COCCCn1c(=N)c(S(=O)(=O)c2ccccc2)cc2c(=O)n3ccccc3nc21
  MITF primary: 10 | FBW7 activator: 0.0 | TEAD-YAP block: -2 | GPR151 ag: -0.8

Carrying on:
SMILES	MITF primary	FBW7 activator	TEAD-YAP block	GPR151 ag
OCCC1CN(Cc2cccc(C(F)(F)F)c2)CCN1Cc1cccs1 (stereo not drawn)	12	0.1	-3	1.1
NC(=O)c1c(NC(=O)COC(=O)c2ccc3[nH]c4c(c3c2)CCCC4)sc2c1CCC2	4	0.1	-6	0.6
COc1ccccc1-n1c(=S)[nH]c2c(sc(=S)n2-c2ccccc2C)c1=O	12	0.2	-5	0.8
O=C(Cn1cc(/C=C2\NC(=S)N(c3ccccc3)C2=O)c2ccccc21)N1CCOCC1	-6	-0.5	-4	1.2
CCC1=NN2C(=N)/C(=C/c3cc(I)c(OCCOc4ccccc4C)c(OC)c3)C(=O)N=C2S1	-4	0.3	-33	0.7
C=CCOc1ccc(CNCc2ccccc2)cc1OC	0	0.1	-11	0.0
CCC1=NN(C(=O)c2ccc(OC)cc2)C(O)(c2ccc(C)cc2)C1 (stereo not drawn)	19	0.5	-39	3.4
COc1cccc([C@H](O)Cn2cc(-c3ccc(CON=C(C)C)cc3)nn2)c1	-1	0.6	/	0.3
COc1ccc(CNS(=O)(=O)c2cnc[nH]2)cc1	-1	0.1	-3	0.5
O=c1nc(SCc2ccc(Cl)cc2)c2c(n1CCO)CCCC2	8	0.1	6	0.6
CCc1cc(CNC(=O)CC2C(=O)NCCN2Cc2cccc(Oc3ccccc3)c2)on1 (stereo not drawn)	12	0.1	0	-1.2
O=C(Nc1ccc(Br)cc1F)c1cc(S(=O)(=O)NC2CCCC2)ccc1F	13	0.2	4	0.6
CC(C)CC(c1nnnn1CC1CCCO1)N1CCN(c2nc3ccccc3s2)CC1 (stereo not drawn)	-12	-0.3	2	-1.0
CC1CN(c2nc3c(c(=O)[nH]2)CCN(Cc2ccc(O)cc2)C3)CC(C)O1 (stereo not drawn)	2	0.1	2	0.3
O=C1Nc2ccccc2N=C(c2ccccc2)C1N1CCCCCC1 (stereo not drawn)	8	0.0	-9	-1.0
Cn1c(=O)c2c(nc(NCCNC(=O)C3CC3)n2Cc2ccccc2F)n(C)c1=O	19	0.3	-20	0.1
CC(C)N(C(=O)c1cccc([N+](=O)[O-])c1)C(C)C	10	0.1	-8	0.0
CC(=O)c1ccc(N2C(=O)CC(S/C(N)=N/N=C(\C)c3cccs3)C2=O)cc1 (stereo not drawn)	-3	-0.1	6	0.7
O=c1cc(NCc2cccs2)[nH]c(=O)n1Cc1ccc(F)cc1	-5	-0.2	1	0.3
O=c1[nH]c2cc(Cl)c(Cl)nc2[nH]1	16	-0.1	1	-0.7
COC(C(=O)Nc1c(F)cccc1F)c1ccccc1 (stereo not drawn)	1	0.5	-1	5.9*
Cc1ccc(OCC(O)CNC(C)C)cc1C (stereo not drawn)	8	0.1	3	0.2
COc1ccc(NC(=O)c2sc3cc(C)ccc3c2Cl)cc1	0	0.3	-4	2.6
COc1ccc(-c2nnc(C3CCN(S(=O)(=O)Cc4ccccc4)CC3)o2)cc1	6	0.2	-3	0.3
Cn1nccc1C(=O)N/N=C/c1ccccc1O	-100	0.0	-22	-3.6

Complete entries as entered above. Values in the order: MITF primary, FBW7 activator, TEAD-YAP block, GPR151 ag
Cn1nccc1C(=O)N/N=C/c1ccccc1O as listed: -100, 0.0, -22, -3.6
COC(C(=O)Nc1c(F)cccc1F)c1ccccc1 (stereo not drawn) as listed: 1, 0.5, -1, 5.9*
CCc1cc(CNC(=O)CC2C(=O)NCCN2Cc2cccc(Oc3ccccc3)c2)on1 (stereo not drawn) as listed: 12, 0.1, 0, -1.2
COc1ccc(NC(=O)c2sc3cc(C)ccc3c2Cl)cc1 as listed: 0, 0.3, -4, 2.6
CC(=O)c1ccc(N2C(=O)CC(S/C(N)=N/N=C(\C)c3cccs3)C2=O)cc1 (stereo not drawn) as listed: -3, -0.1, 6, 0.7

(next part)
SMILES	MITF primary	FBW7 activator	TEAD-YAP block	GPR151 ag
NC(=O)c1ccc(NC(=O)C(=O)c2c(O)[nH]c3ccccc23)cc1	-3	0.1	-4	0.8
O=C(c1ccc2c(c1)OCO2)N1CCc2nc(N3CCOCC3)[nH]c(=O)c2C1	-8	-0.1	-1	-0.4
Cn1c(N)c(C(=O)COc2cccc(F)c2)c(=O)n(C)c1=O	7	0.1	6	-0.4
COC(=O)C1=C(C)NC(=S)NC1c1cc([N+](=O)[O-])ccc1OC (stereo not drawn)	-2	-0.2	5	0.9
OCC1(Cc2ccccc2)CCN(Cc2nc3ccccc3s2)CC1	10	0.1	-2	-1.3
Cc1cccc(C(=O)NCCN2CCN(c3ccccc3)CC2)c1	12	0.0	5	0.0
CCSc1nnc(NC(=O)c2ccc(Cl)cc2)s1	12	0.3	-17	-2.1
CC(=O)c1ccc(F)c(-c2cc(C)cc3c2OC(CNC(=O)c2cnsn2)C3)c1 (stereo not drawn)	0	0.1	6	0.2
CNC(=O)C1CCN(S(=O)(=O)c2c(C)noc2/C=C/N(C)C)CC1	-1	0.0	-7	0.0
O=C(CSc1nc2ccccc2o1)NCc1ccco1	18	0.0	2	-0.1
CCCS(=O)(=O)N1CCC(c2nc3c(nnn3Cc3ccc(F)cc3)c(=O)[nH]2)CC1	1	-0.2	-2	-0.1
O=C(Nc1ccccn1)c1cc(-c2ccc(Cl)c(Cl)c2)nc2ccccc12	-9	-0.1	-7	-0.8
Cc1ccc(C2Nc3ccccc3NC3=C2C(=O)CC(c2ccccc2F)C3)cc1 (stereo not drawn)	7	0.0	9	-0.5
Cn1c(=O)n(C)c2cc(NC(=O)CSc3ccc([N+](=O)[O-])cn3)ccc21	8	-0.1	11	-0.1
O=C(CCCCC(=O)NNC(=O)c1cccs1)NNC(=O)c1cccs1	-3	-0.1	-4	0.4
COC(=O)c1ccc(CSc2cccc3cccnc23)cc1	-11	-0.2	-23	-2.0
S=c1[nH]c(-c2ccc(Br)cc2)cn1-c1ccccc1	25	0.1	-26	0.0

Filtered by structure: the compounds so far containing a COOH group (two)
SMILES	MITF primary	FBW7 activator	TEAD-YAP block	GPR151 ag
COC(=O)C1C(c2ccccc2)C(C(=O)O)C1c1ccccc1 (stereo not drawn)	9	0.1	1	-1.0
CCOC(=O)N1CCN(C(=O)Cc2c(C(=O)O)[nH]c3ccccc23)CC1	1	0.1	-13	3.7
